RBX1-CUL1 inh = inhibitors of human ROC1-CUL1 ubiquitin ligase activity; AID 1347404, 2020; in vitro K48 di-Ub FRET, acceptor:donor ratio, 45 min; 0.6% of 140,000 active; E3 ubiquitin-protein ligase RBX1 (Homo sapiens) + Cullin-1 (Homo sapiens), P62877+Q13616; inhibition, % at 10 µM; in the data active = inhibition above about 25%
Target sequence (P62877 whole entry, looked up): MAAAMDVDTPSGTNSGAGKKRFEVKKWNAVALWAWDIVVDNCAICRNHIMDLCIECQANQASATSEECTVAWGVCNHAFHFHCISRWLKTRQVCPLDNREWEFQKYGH
Target sequence (Q13616 whole entry, looked up): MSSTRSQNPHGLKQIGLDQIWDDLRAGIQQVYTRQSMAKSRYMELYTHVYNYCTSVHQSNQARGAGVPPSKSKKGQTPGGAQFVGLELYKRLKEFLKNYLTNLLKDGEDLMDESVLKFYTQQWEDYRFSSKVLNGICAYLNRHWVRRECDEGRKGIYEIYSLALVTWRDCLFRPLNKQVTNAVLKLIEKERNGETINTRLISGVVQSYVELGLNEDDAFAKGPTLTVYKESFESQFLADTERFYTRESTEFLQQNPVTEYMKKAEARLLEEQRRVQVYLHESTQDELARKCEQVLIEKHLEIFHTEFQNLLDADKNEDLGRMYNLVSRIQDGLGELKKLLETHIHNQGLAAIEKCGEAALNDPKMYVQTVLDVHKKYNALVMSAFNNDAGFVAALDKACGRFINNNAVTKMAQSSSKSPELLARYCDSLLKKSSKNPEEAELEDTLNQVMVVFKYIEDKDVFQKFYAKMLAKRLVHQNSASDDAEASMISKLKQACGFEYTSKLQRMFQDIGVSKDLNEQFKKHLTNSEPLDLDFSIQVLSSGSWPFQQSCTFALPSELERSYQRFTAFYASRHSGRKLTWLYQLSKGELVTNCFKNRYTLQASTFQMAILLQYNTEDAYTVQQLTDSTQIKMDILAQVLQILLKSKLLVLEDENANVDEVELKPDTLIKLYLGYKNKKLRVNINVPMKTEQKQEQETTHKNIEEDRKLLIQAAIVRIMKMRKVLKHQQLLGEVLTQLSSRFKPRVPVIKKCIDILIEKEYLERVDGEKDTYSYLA
Numbers without * were called inactive. Not all compounds are listed; the hit share may differ from the screen's.

RBX1-CUL1 inh | SMILES
-14 | COc1ccc(C(=O)/C=C/c2cccc(OC)c2OC)c(OC)c1
-7 | Cc1ccc(S(=O)(=O)Nn2nnc3ccccc32)cc1
3 | COC(=O)N=C1C(=O)N(c2ccccc2)N(C)C1C (stereo unspecified)
2 | Cc1ccc2nc3c(cc(C(=O)N4CC(C)CC(C)C4)n3C)c(=O)n2c1 (stereo unspecified)
-5 | N#C/C(=C\c1c(F)cccc1Cl)c1nn(CCO)c(N)c1C#N
-7 | CCn1c(O)c(N=NCc2ccccc2)c2ccccc21
-4 | Brc1ccccc1-n1ncc2c1ncn1nc(Cc3ccccc3)nc21
16 | CN1CCn2ccc3nc(N)nc1c32
-5 | Cc1cccc(CC(=O)Nc2cccc(-c3cn4cccnc4n3)c2)c1
3 | C=CCC(CC=C)(CNC(=O)C(=O)Nc1ccc(C(=O)OCC)cc1)c1ccccc1
-5 | COc1ccc(OCC(=O)Nc2ccc(S(=O)(=O)NC3CCCCC3)cc2)cc1
-7 | Cc1cc(Cl)ccc1NC(=O)COc1ccc(S(=O)(=O)NC2CCCC2)cc1
8 | COc1cc([C@@H]2[C@H]3CN(C(C)C)CC=C3C(C#N)C(=N)C2(C#N)C#N)ccc1OC(C)C (stereo partly specified)
-1 | Cc1cc([N+](=O)[O-])cc(C(C)(C)C)c1N
8 | O=C1N=C(N2CCCCCC2)S/C1=C\c1ccc(OCc2ccccc2)cc1
-8 | CCc1ccc(CN2CCc3nc(Nc4ccc5c(c4)OCCO5)ncc3C2)cc1
-9 | CC(=O)c1ccc(N2C(=O)C(c3ccccc3)=C(c3ccccc3)OC2c2ccc(Cl)cc2)cc1 (stereo unspecified)
-8 | CN(Cc1cnn(C)c1)[C@@H]1c2ccccc2C2(CCNCC2)[C@H]1O
1 | Cc1ccc(C)c(NC(=O)C(=O)NCCCN2CCOCC2)c1
7 | O=S(=O)(c1ccccc1F)N1CCN(C(c2ccccc2)c2ccccc2)CC1
10 | Cc1ccc(CNC(C)c2cnc(N(C)C3CCCCC3)nc2C)o1 (stereo unspecified)
7 | CCOc1ccc(N(CC(=O)Nc2ccc(Br)c(C)c2)S(C)(=O)=O)cc1
-8 | COc1ccc(C(CC(=O)Nc2ccc(C(C)=O)cc2)N2Cc3ccccc3C2=O)cc1 (stereo unspecified)
2 | Cc1nc(NC(=O)NC(CCn2cncn2)c2ccccc2)nn1C (stereo unspecified)
3 | CCOc1ccc(C2C(C(=O)c3ccc(F)cc3)C(=O)C(=O)N2CC2CCCO2)cc1OC (stereo unspecified)
8 | O=c1[nH]c(=O)n(Cc2ccccc2)c2nccc(-c3ccc4c(c3)OCO4)c12
1 | O=S(=O)(Nc1ccc(N2CCCCC2)cc1)c1cccc2cccnc12
-2 | CCc1cccc(C)c1NC(=O)C(CC)n1nc(C)c2c(C)n(-c3ccccc3)nc2c1=O (stereo unspecified)
15 | Cc1ccc(-c2cc(C(=O)Nc3ccc(Cl)c(Cl)c3)c3ccccc3n2)o1
-7 | Cc1cccc2c1-c1sc(C(=O)N3CCN(c4ccc(F)cc4)CC3)cc1CO2
10 | Cc1ccc(CNC(=O)C(C)Oc2ccc(Br)cc2Br)cc1 (stereo unspecified)
9 | CC(C)c1ccccc1NC(=O)CSc1nnc(COc2ccccc2)n1N
-4 | COc1ccc(N2CC(C(=O)N3CCC(C)CC3)CC2=O)cc1 (stereo unspecified)
4 | CCC(=NCCc1c[nH]c2ccccc12)C1C(=O)NC(=O)N(C2CCCCCC2)C1=O (stereo unspecified)
3 | Cc1ccc(OCC(=O)Nc2ccccc2C(=O)OCC(=O)c2ccccc2)cc1C
2 | COc1cc(C2C([N+](=O)[O-])=C(C)N=C3c4ccccc4C(=O)C32)cc(OC)c1OC (stereo unspecified)
111* | COc1ccc2c(c1)C=C1C(=CC(=O)CC1(C)C)O2
-9 | Cc1ccccc1CC(=O)N1CCC2(CC1)CC2C(=O)NCCCc1ccccc1 (stereo unspecified)
6 | CCN(c1cccc(C)c1)S(=O)(=O)c1nnc(NC(=O)C2CCCCC2)s1
7 | O=c1c2c3c(sc2nc(N/N=C/c2ccc(F)cc2)n1Cc1ccccc1)CCC3
-3 | O=[N+]([O-])c1ccc(NNC(=S)Nc2ccc(F)cc2)cc1
11 | COc1ccc(-c2cn3nc(N4CCCC(C(=O)Nc5cccc(OC)c5)C4)sc3n2)cc1 (stereo unspecified)
-2 | CCC1CN(C(=O)N2CCC(C(=O)Nc3cc(C)ccc3C)CC2)c2ccccc2O1 (stereo unspecified)
11 | CCCCN(C)CC(O)Cn1cc(/C=C/C(=O)c2ccc(Br)cc2)c2ccccc21 (stereo unspecified)
1 | C=CCNC(=O)C1CCCN(C2CCN(C3Cc4ccccc4C3)CC2)C1 (stereo unspecified)
-4 | Cc1ccc(S(=O)(=O)N2CCN(CC(=O)N/N=C\c3c(O)ccc4ccccc34)CC2)cc1
-16 | O=C(Nc1ccccc1C(=O)NCCc1ccccc1)c1ccc(CN2CCOCC2)cc1
-7 | CCOc1ccc2nc(N3CCCN(Cc4ccccc4OC)CC3)nc(C)c2c1
3 | COC(=O)c1c(NC(=O)c2ccc(OC)cc2)sc(C(=O)Nc2cccc(C(F)(F)F)c2)c1C
-3 | CCOCCn1c(=O)c2c(nc3n(-c4ccc(C)cc4)c(C)cn23)n(C)c1=O

Next section.
RBX1-CUL1 inh | SMILES
2 | O=S(=O)(Cc1ccc(Cl)cc1)Nc1cccc(F)c1
9 | O=C(O)c1ccc(CNC(=O)c2ccc(NC(=O)c3ccco3)cc2)cc1
-8 | CCc1cccc(CC)c1C(O)c1cccnc1 (stereo unspecified)
-2 | CC(C)(C)OC(=O)N1CCC(c2c(C(=O)NCc3ccccc3)cnn2-c2cccc(F)c2)CC1
1 | CCOc1ccc(CC(=O)Nc2cccc(-c3nc4cccnc4s3)c2C)cc1
-1 | CNC(=O)C1CCC(Cn2c(=O)c3sccc3n(CC(=O)N3CCCC3)c2=O)CC1 (stereo unspecified)
8 | O=C(C[n+]1ccccc1)Nc1nc2ccccc2s1
-6 | O=C(NC(=S)N(Cc1ccccc1)Cc1ccccc1)c1ccc(Cl)cc1Cl
3 | O=C(NCC(c1cccnc1)N1CCOCC1)C(=O)Nc1ccc(F)cc1 (stereo unspecified)
10 | COc1ccc(-c2ccccc2NC(=O)C2CCCN2Cc2cnn(C)c2C)cc1 (stereo unspecified)

Rewritten field by field: 4 of the compounds above.
Compound: O=[N+]([O-])c1ccc(NNC(=S)Nc2ccc(F)cc2)cc1
  RBX1-CUL1 inh = -3

Compound: COc1ccc(-c2cn3nc(N4CCCC(C(=O)Nc5cccc(OC)c5)C4)sc3n2)cc1 (stereo unspecified)
  RBX1-CUL1 inh = 11

Compound: CCC1CN(C(=O)N2CCC(C(=O)Nc3cc(C)ccc3C)CC2)c2ccccc2O1 (stereo unspecified)
  RBX1-CUL1 inh = -2

Compound: CCCCN(C)CC(O)Cn1cc(/C=C/C(=O)c2ccc(Br)cc2)c2ccccc21 (stereo unspecified)
  RBX1-CUL1 inh = 11

(list continues)
RBX1-CUL1 inh | SMILES
-1 | CCOCCCn1c(=N)c(S(=O)(=O)c2ccc(C)cc2)cc2c(=O)n3ccccc3nc21
-1 | Cc1ccn2c(C(=O)NNC(=O)Nc3ccc(Cl)c(Cl)c3)c(C)nc2c1
3 | CCOc1ccc(NC(=O)CCc2nc3cccnc3n2-c2ccccc2)cc1
4 | Cc1c(Cc2ccccc2)sc(NC(=O)COc2ccc(Cl)cc2Br)c1C(N)=O
-7 | CCCCNC(=O)c1ccc(OCC(C)C)cc1
13 | Cc1cc(C)nc(N=C(N)NO)n1
6 | O=C(COc1ccc(F)cc1)Nc1ccc(Cl)c(-c2nc3ccccc3[nH]2)c1
-3 | CC(C)c1nn2c(=O)cc(COC(=O)c3ccc(NC(=O)COc4ccccc4)cc3)nc2s1
2 | COc1cc(-c2cnnc(NCCC3CCCCO3)n2)cc(OC)c1OC (stereo unspecified)
13 | COc1ccc(-c2cc(-c3ccc(OC)cc3)c3c(N)c(C(=O)Nc4ccccc4C(F)(F)F)sc3n2)cc1
-7 | CN1C[C@@H]2C[C@@H](c3cn[nH]c3-c3ccc(Cl)cc3)N3CCC[C@@]23C1=O
-4 | CCN(CCNc1ccc([N+](=O)[O-])cc1[N+](=O)[O-])C(=O)c1cc([N+](=O)[O-])c(N(C)C)cc1OC
2 | COc1ccc(-c2cc(C(=O)Nc3ccn(Cc4ccc(C)cc4)n3)no2)cc1OC
-12 | CCOc1ccccc1CN1CCc2nc(N3CCN(c4ccccc4F)CC3)ncc2C1
4 | CC(=O)c1ccc(N2CCN(C(=O)CCc3nnc4n(C)c(=O)c5sccc5n34)CC2)cc1
-2 | Cc1cc(C)cc(N(CC(=O)NCc2ccccc2Cl)S(=O)(=O)c2c(C)noc2C)c1
-7 | CCc1ccccc1NC(=O)Nc1ccc2c(c1)N(CC)C(=O)c1ccccc1S2
-4 | CCCNC(=O)c1cc2n(n1)C(C(F)(F)F)CC(c1ccc(Br)cc1)N2 (stereo unspecified)
8 | CCn1c(Cc2ccccc2)nnc1SCC(=O)Nc1cccc(C)c1
1 | N#Cc1cc2c(=O)n3ccccc3nc2n(-c2nnc(SCc3ccccc3F)s2)c1=O

Structural class, the entries above with an aryl thioether with sulfur outside any ring.
RBX1-CUL1 inh | SMILES
9 | CC(C)c1ccccc1NC(=O)CSc1nnc(COc2ccccc2)n1N
8 | CCn1c(Cc2ccccc2)nnc1SCC(=O)Nc1cccc(C)c1
1 | N#Cc1cc2c(=O)n3ccccc3nc2n(-c2nnc(SCc3ccccc3F)s2)c1=O

(list continues)
RBX1-CUL1 inh | SMILES
-1 | CCOC(=O)c1ccccc1NC(=O)NCc1c(-n2cccc2)sc2c1CCCC2
-3 | CC1=NN(C(=O)c2ccc(F)cc2)C(O)(C(F)(F)OC(F)(F)F)C1 (stereo unspecified)
-5 | Cc1cc(C(=O)Nc2ccc(Cl)c(Cl)c2)no1
0 | CCOc1ccc(NC(=O)C(C)Sc2nnc(-c3ccc(NC(=O)c4ccccc4Br)cc3)n2C)cc1 (stereo unspecified)
1 | CCN(Cc1ccncc1)C(=O)CC1C(=O)NCCN1Cc1cccc(C(F)(F)F)c1 (stereo unspecified)
0 | CCCNS(=O)(=O)Cc1cccc(Cl)c1
-2 | COc1cccc(C(=O)N(Cc2ccc(C)o2)C2CCS(=O)(=O)C2)c1 (stereo unspecified)
5 | Cc1c(CC(=O)NC2CCC(O)CC2)c2c(n1Cc1ccccc1)CCCC2=O (stereo unspecified)
10 | O=C(NCc1ccccc1F)c1coc(COc2ccc(F)cc2)n1
0 | O=c1c(CN2CCCC(N3CCc4ccccc4C3)C2)coc2ccccc12 (stereo unspecified)
4 | O=c1oc(/C=C/c2ccccc2)nc2scc(-c3cccs3)c12
-12 | Cc1ccc(-c2cc(C(=O)N3CCCCC3)no2)cc1
-16 | CCN1C(=O)N=C(Cc2ccc(Br)cc2)C1=O
6 | COCCC(=O)N1CCC(Oc2ccc(C(=O)N3CCSCC3)cc2)CC1
-10 | N#C[C@@H]1[C@@H](C(=O)c2ccccc2)N2c3ccccc3SC2[C@@H]1C#N (stereo partly specified)
-1 | COc1ccccc1CCNC(=O)C(=O)NCC(c1ccco1)S(=O)(=O)c1ccc(F)cc1 (stereo unspecified)
-6 | Cc1ccc(-n2c(=O)c3c4c(sc3n3c(=S)[nH]nc23)CCCCC4)cc1
0 | CCCc1nnc(N2C(=O)c3cccc4cccc(c34)C2=O)s1
4 | COc1ccc(C(=O)c2cn(-c3ccccc3)nc2C(C)=O)cc1
19 | CCOC(=O)c1c(C)n(CC)c2ccc(OCC)cc12
6 | Cc1c(C(=O)NC2CCN(Cc3ccccc3)CC2)oc2ccccc12
-1 | CCC(C)NC(=O)Nc1ccccc1F (stereo unspecified)
-7 | CCOc1nc2sc3c(=O)[nH]c(-c4ccc5c(c4)OCO5)nc3c2c(-c2ccccc2)c1C#N
-2 | COc1cc(S(=O)(=O)n2ccc(C)n2)c(OC)cc1Cl
-1 | O=C1S/C(=C/c2ccccc2OCc2ccccc2)C(=O)N1CN1CCCCC1
-4 | Clc1ccc(SCc2nc3ccccn3c2Br)cc1
3 | Cc1ncc2c(c1-c1noc(-c3ccsc3)n1)CCN(C(=O)NC(C)C)C2
-9 | CCOc1ccc(-c2nnc(SCC(=O)Oc3ccccc3)o2)cc1
1 | COc1ccc(CCNC(=O)c2cc(-c3ccc(Cl)cc3)on2)cc1OC
-1 | Cc1ccc(S(=O)(=O)Nn2nnc3ccccc3c2=O)cc1
-7 | O=C(NCc1ccccc1)c1cccc2c1-c1ccccc1C2=O
10 | COc1ccc(NC(=S)N2CCN(c3ccccn3)CC2)cc1
-3 | O=C(NCc1ccccn1)c1nn(-c2ccccc2F)nc1CO
-3 | Clc1cnc(-c2ccccc2)cn1
2 | CCSc1nnc(C)c2ccccc12
1 | O=C(Nc1ccc2c(c1)CN(C1CCN(Cc3ccco3)CC1)CC2)C1CCCO1 (stereo unspecified)
12 | CSc1nnc(CS(=O)(=O)c2ccccc2)c(-c2ccccc2)n1
-6 | CC(C)c1nc2cc(C(=O)NCC3(c4ccccc4)CCOCC3)ccc2o1
1 | Cc1ccc(C(=O)Nc2c(C)cccc2C)cc1C
1 | O=C(Nc1cccc(-c2cc3ccccc3oc2=O)c1)c1ccc2ccccc2c1

Random excerpt: 4 compounds from above.
RBX1-CUL1 inh | SMILES
-7 | Cc1cc(Cl)ccc1NC(=O)COc1ccc(S(=O)(=O)NC2CCCC2)cc1
13 | Cc1cc(C)nc(N=C(N)NO)n1
-1 | COc1ccccc1CCNC(=O)C(=O)NCC(c1ccco1)S(=O)(=O)c1ccc(F)cc1 (stereo unspecified)
-8 | COc1ccc(C(CC(=O)Nc2ccc(C(C)=O)cc2)N2Cc3ccccc3C2=O)cc1 (stereo unspecified)

Other results follow:
RBX1-CUL1 inh | SMILES
2 | O=C(CSc1nc(SCC(=O)c2ccccc2)c2c3c(sc2n1)CCCC3)c1ccccc1
-2 | COc1ccc(Cn2c(SCC(=O)NCc3ccccc3)nc3ccccc32)cc1
-2 | CCc1csc(CNC(=O)c2ccc(NCc3ccon3)nc2)n1
-3 | CCNc1nc(NC(C)CC)nc(Oc2ccc(OCC)nn2)n1 (stereo unspecified)
8 | O=C(ON1C(=O)c2ccc([N+](=O)[O-])cc2C1=O)c1ccccc1

Screening results deposited in PubChem by Icahn School of Medicine at Mount Sinai.
